# Screens deposited in PubChem by several laboratories.
# TcdB GH inh – TcdB glycohydrolase inhibition | 0.24% of 350,000 active | TcdB glycohydrolase enzymatic assay, plate reader | inhibition, % at 9.99 µM | P18177 | AID 652162; in the data active = inhibition above about 10%
# PfHsp40 yeast – restores yeast growth despite PfHsp40 toxicity. AID 504582. 0.68% of 340,000 active. growth rescue, % at 12.5 µM. S. cerevisiae expressing PfHsp40, growth rescue, ATP luminescence; in the data active = growth rescue above about 28%, passing the limit was not always enough; inconclusive = no clear call, values can overlap the other calls;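 note: yeast W303a lacking pdr1 and pdr3 grown in galactose medium; growth measured after three days at 30 °C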
# Y pestis TopoI – Y. pestis Topo-I inhibition via cleavage products | Y. pestis Topo-I cleavage product accumulation, plate reader | activity, % at 10 µM | 0.064% of 360,000 active | AID 504884; in the data active = activity above about 50%, passing the limit was not always enough; inconclusive = no clear call, values can overlap the other calls; note: inactives centre near 2
# Mtb UGM inh – Mtb UDP-galactopyranose mutase inhibition. P9WIQ1. purified UGM, fluorescence polarization probe displacement. inhibition, % at 10 µM. 0.06% of 320,000 active. AID 504406; in the data active = inhibition above about 10%, passing the limit was not always enough; inconclusive = no clear call, values can overlap the other calls
# FadD28 binding – inhibitors of Mycobacterium tuberculosis FadD28 bisubstrate binding; FadD28 bisubstrate probe binding, fluorescence polarization; 0.22% of 360,000 active; inhibition, % at 12.5 µM; in the data active = inhibition above about 8.5%, passing the limit was not always enough; inconclusive = no clear call, values can overlap the other calls
# GDH-TPI counter – inhibits GDH-TPI coupling enzymes, artifact for Mtb FBA screen | GDH-TPI coupled enzyme counterscreen, NADH absorbance | inhibition, % at 4.8 µM | 1.2% of 360,000 active | AID 588335; in the data active = inhibition above about 30%;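 note: 0% = DMSO wells and 100% = wells lacking the enzyme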
# BioA inh – BioA (M. tuberculosis) enzyme inhibition. purified M. tuberculosis BioA enzyme, plate reader. 0.096% of 360,000 active. inhibition, % at 9.99 µM; in the data active = inhibition above about 40%; inconclusive = no clear call, values can overlap the other calls
# Vc quorum ag – inducers of Vibrio cholerae quorum light production without autoinducers. V. cholerae BH1578 lux reporter, luminescence, 6 h. activation, % at 18.7 µM. 0.16% of 350,000 active; in the data active = activation mostly above about 9.7%, no sharp cut-off; inconclusive = no clear call, values can overlap the other calls; inactive = mostly below about 3.7%; note: not every result past the cut was called active; inactives centre near 0; reference of the scale not given here
# FBA Mtb inh – inhibits M. tuberculosis FBA enzyme; P9WQA3; purified M. tuberculosis FBA, fluorescence read-out; inhibition, % at 1 µM; 2.3% of 360,000 active; AID 588726; in the data active = inhibition above about 27%;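 note: 0% = vehicle and 100% = reference inhibitor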
# * hit, by the source's call; i = inactive; ? = inconclusive; . = not tested or not shown.
compound	TcdB GH inh	PfHsp40 yeast	Y pestis TopoI	Mtb UGM inh	FadD28 binding	GDH-TPI counter	BioA inh	Vc quorum ag	FBA Mtb inh
COc1ccc(Cc2nc3ccc(C(=O)N4CCCCC4CO)cc3o2)cc1OC (stereo not drawn)	0.0	.	1	.	-1.4	4	0.4	3.0	0
COC(=O)c1ccc(S(=O)(=O)N2CCCC2)o1	.	0.2	-3	-0.7	-0.4	3	-2.8	-2.2	0
CC1(C)Cc2nc(-c3ccccc3)nc(SCC(=O)N3CCOCC3)c2CO1	1.3	-1.2	-5	3.2	0.5	-4	-0.9	-0.4	-3
O=S(=O)(c1ccccc1)N1CCN(c2ncnc3sc(-c4ccccc4)cc23)CC1	.	0.2	5	.	-3.9	-7	-0.6	0.4	2
COCc1cc(C)nc(Sc2nc3c(c(=O)n(C)c(=O)n3C)n2C)c1C#N	0.7	-0.1	-3	.	.	-6	-0.7	i	0
COC(=O)C(NC(=O)c1ccco1)(Nc1nc(C)cs1)C(F)(F)F (stereo not drawn)	.	-1.4	1	-2.6	-0.8	3	-1.5	i	3
CN(Cc1ccccc1)Cc1nc2c(c(=O)n(C)c(=O)n2C)n1CCc1ccccc1	.	1.7	-3	1.1	-4.4	-14	-0.5	-0.4	0
O=C(Nc1nccs1)c1cccc(S(=O)(=O)N2CCOCC2)c1	.	0.6	-2	0.2	-0.6	4	1.3	i	6
CCCCNC(=O)c1ccc(/C=C2\Oc3ccccc3N(C)C2=O)cc1	1.5	-1.5	12	-1.3	0.1	13	.	i	7
c1ccc(COc2cccc(CN3CCc4ccccc4C3)c2)cc1	0.4	-1.6	2	0.2	0.5	-20	1.3	i	2
COC(=O)CNC(c1ccccc1)c1cc(Br)ccc1NC(=O)CCN1CCOCC1 (stereo not drawn)	1.7	1.6	3	-1.7	-0.3	11	.	i	2
O=C1Nc2cc(C(=O)NCCCN3CCCC3)ccc2S/C1=C/c1cccc(Cl)c1	0.4	.	-32	.	-33	2	1.0	-0.4	-2
Cc1nc2ccccc2nc1OCC(=O)Nc1cc(C(F)(F)F)ccc1N1CCOCC1	.	0.3	3	-0.8	-4.5	7	-1.6	-0.4	4
CCOP(=O)(OCC)C(NC(=O)/C=C/c1ccc(OC)cc1)c1ccccc1 (stereo not drawn)	-0.2	1.1	-2	0.4	-0.2	3	.	-0.4	0
N#CC1(NC(=O)COC(=O)c2ncc(Cl)c(Cl)c2Cl)CCCCC1	1.1	2.0	11	-0.9	-0.7	-6	2.2	-2.3	-2
CCOc1ccc(N(CC(=O)NCCC2=CCCCC2)S(=O)(=O)c2ccccc2)cc1	1.1	1.2	27	-1.4	-2.7	3	-0.7	-0.2	2
COc1ccccc1CNCC(=O)Nc1cc(S(=O)(=O)N2CCOCC2)ccc1Cl	1.2	-0.2	41	2.4	0.2	5	.	2.5	0
COc1ccc(-c2csc(N(Cc3ccccc3)C(=O)COc3ccc(Cl)cc3)n2)cc1	.	-2.0	-10	-0.6	-2.0	4	.	-0.3	-3
COc1ccc(C(F)(F)F)cc1N/C=C/c1nnnn1-c1ccc(C)cc1	-0.2	0.2	4	-1.0	0.0	14	-3.2	20	3
COc1ccc(S(=O)(=O)N2CCC(C(=O)Nc3cccc(C(C)=O)c3)CC2)cc1C	.	-1.1	2	-2.8	1.2	13	4.6	i	8
Cc1ccc(C)c(CN2CCSCC2)c1	0.8	-1.2	3	1.5	-2.7	4	-9.0	-0.8	0
O=[N+]([O-])c1cc2ccccc2c(O)c1O	-9.3	.	-8	.	4.7	7	-1.6	-0.7	1
Fc1ccc(CN2CCC(Cc3ccccc3)CC2)cc1F	0.4	0.9	6	2.5	-2.1	6	-0.6	-0.7	2
Clc1ccc(Cn2ncc3c(NCc4ccccc4)ncnc32)cc1	.	?	17	-0.6	-12	-2	-0.5	-7.7	3
CC1(C)Cc2cccc(OCC(=O)Nc3cccnc3)c2O1	.	-0.5	3	-1.7	-0.7	0	4.4	-11	4
COCCN(C(=S)Nc1ccc(OC)c(Cl)c1)C1CCN(C(C)C)CC1	0.7	-1.0	-7	-0.2	-2.8	15	1.8	i	-2
CSc1ncc(C(=O)O)c(C)n1	0.2	3.5	1	4.3	-2.2	-1	-1.5	0.4	-1
COc1cccc(OC)c1OCC(O)CN1CCN(c2ccccc2F)CC1 (stereo not drawn)	0.7	-0.3	4	-4.4	.	4	-1.1	i	2
O=C(/C=C/c1cccc([N+](=O)[O-])c1)NCc1ccc2c(c1)OCO2	.	0.9	-5	-0.7	-1.0	4	.	-0.2	-3
Clc1cccc(-c2nc3nc4ccccc4nc3n2Cc2ccccc2)c1	-1.7	-0.2	-4	0.2	-3.1	-1	.	-0.4	3
Cc1ccsc1C(=O)N1CCCC1(C)C(=O)NCC(C)C (stereo not drawn)	2.4	.	6	.	-3.0	-1	0.5	-5.0	1
Cc1cc2nccc(-c3ccc(OCCCF)cc3)n2n1	0.5	0.2	2	1.5	0.7	12	0.4	0.6	7
CC(C)Oc1c(N2CCOCC2)c(=O)c1=O	0.4	-0.6	-2	-2.6	-0.2	-1	-1.7	i	2
Cc1ccc(C(=O)NC2CCN(CC(=O)Nc3ccccc3Cl)CC2)cc1	-0.4	-0.1	8	-1.2	-3.8	1	0.6	-0.3	0
CC(C)C(C(=O)Nc1cccnc1)N1C(=O)c2ccccc2C1=O (stereo not drawn)	.	-0.5	9	-0.1	-3.3	4	17	-0.3	0
Nc1c(N(CCC2=CCCCC2)C(=O)c2ccco2)c(=O)[nH]c(=O)n1Cc1ccccc1	-0.9	-1.1	21	1.8	-4.2	4	.	-0.4	-1
C/C(=N\N1CCN(Cc2ccccc2Cl)CC1)c1ccc([N+](=O)[O-])cc1	-0.7	17	4	0.1	-1.8	-7	2.0	-0.3	3
O=C1CCCN1CC(=O)N1CCCC(Nc2cccc(F)c2)C1 (stereo not drawn)	1.3	0.0	12	-1.4	-0.6	2	0.4	i	-1
O=C(NCc1ccccc1)c1c[nH]c2ccccc2c1=O	0.9	0.1	6	5.0	0.9	15	0.8	i	2
O=C(CCC1CCCN(C(=O)c2cc(F)ccc2F)C1)N1CCN(c2ccccn2)CC1 (stereo not drawn)	0.0	.	-2	.	-3.2	-3	-1.6	-5.6	1
Cc1cc(C(=O)Nc2ccccc2[N+](=O)[O-])cs1	2.2	0.4	-2	-0.6	0.6	4	-2.1	i	1
Cc1ccc2c(c1)N(CC(=O)Nc1nccs1)C(=O)CO2	2.2	0.7	8	.	-0.7	0	.	-3.8	0
CCOC(=O)C1CCCN(C(=S)Nc2cc(C)cc(C)c2)C1 (stereo not drawn)	.	0.0	6	-4.2	1.6	0	1.7	-2.9	2
Cc1c2cnn(-c3ccccc3)c(=O)c2c(C)n1CCCC(=O)N1CCN(c2ncccn2)CC1	.	-0.3	10	.	-3.6	-11	-0.8	i	1
CCOn1c(=O)c(-c2ccc(OC)c(OC)c2)[n+]([O-])c2ccccc21	.	-0.7	0	-2.1	-1.4	19	-1.7	0.6	2
O=S(=O)(c1cccc(Br)c1)N1CCN(c2ccnc3cc(Cl)ccc23)CC1	-0.3	7.0	33	3.8	-5.8	2	-0.4	-0.6	-1
CCN(CC)S(=O)(=O)c1ccc2c(c1)nc(SC(C)C(=O)NCC1CCCO1)n2CC (stereo not drawn)	7.2	0.0	2	2.4	-3.1	-7	1.0	-0.1	1
CC(C)Oc1ccc(C2(C#N)CC[N+](C)(C)CC2)cc1	.	-1.2	-3	1.9	-4.0	7	.	-0.3	0
O=C(NCC1OCCc2ccccc21)c1ccc(NC(=O)c2ccc(Cl)cc2Cl)cc1 (stereo not drawn)	.	-1.5	18	-2.3	-3.8	7	-1.5	-0.5	3
O=C(Cc1ccccc1)N1CCC(O)(c2cccnc2)CC1	.	-2.5	-5	1.2	0.0	-4	1.7	-5.0	7

# 2 consecutive compounds out of the list so far, for reference:
compound	TcdB GH inh	PfHsp40 yeast	Y pestis TopoI	Mtb UGM inh	FadD28 binding	GDH-TPI counter	BioA inh	Vc quorum ag	FBA Mtb inh
Cc1ccc2c(c1)N(CC(=O)Nc1nccs1)C(=O)CO2	2.2	0.7	8	.	-0.7	0	.	-3.8	0
CCOC(=O)C1CCCN(C(=S)Nc2cc(C)cc(C)c2)C1 (stereo not drawn)	.	0.0	6	-4.2	1.6	0	1.7	-2.9	2

# Part of the list above in order of heavy-atom count, smallest number first.
compound	TcdB GH inh	PfHsp40 yeast	Y pestis TopoI	Mtb UGM inh	FadD28 binding	GDH-TPI counter	BioA inh	Vc quorum ag	FBA Mtb inh
Cc1ccc2c(c1)N(CC(=O)Nc1nccs1)C(=O)CO2	2.2	0.7	8	.	-0.7	0	.	-3.8	0
CCOC(=O)C1CCCN(C(=S)Nc2cc(C)cc(C)c2)C1 (stereo not drawn)	.	0.0	6	-4.2	1.6	0	1.7	-2.9	2
CCOn1c(=O)c(-c2ccc(OC)c(OC)c2)[n+]([O-])c2ccccc21	.	-0.7	0	-2.1	-1.4	19	-1.7	0.6	2

# Going on with the list.
compound	TcdB GH inh	PfHsp40 yeast	Y pestis TopoI	Mtb UGM inh	FadD28 binding	GDH-TPI counter	BioA inh	Vc quorum ag	FBA Mtb inh
S=C(NCc1ccco1)NCc1ccco1	1.2	2.9	1	.	-1.2	5	.	.	-3
COc1cccc(C=O)c1OCCCOc1cccc2cccnc12	4.8	0.5	20	-2.0	-1.5	25	28	-0.6	-2
NS(=O)(=O)c1ccc(N2CCNCC2)cc1	0.4	-1.6	5	1.4	0.2	-1	-1.0	-2.0	4
O=C(Nc1ccc(Br)cc1)c1cc2ccccn2n1	1.7	1.2	3	-0.8	-3.2	5	-2.0	-0.4	0
CCN(CC(=O)Nc1ccc(NC(C)=O)cc1)S(=O)(=O)/C=C/c1ccccc1	4.8	-0.6	4	1.4	-7.0	-4	-0.4	-0.5	8
COc1ccccc1N1CCN(C(=O)CCS(=O)(=O)c2ccc3c(c2)NC(=O)C(C)S3)CC1 (stereo not drawn)	-2.2	-0.4	19	-0.8	-3.2	-2	5.9	-0.6	0
COc1cccc(NC(=O)n2ncc3c(C)cccc32)c1	-4.2	0.5	1	1.3	-3.3	-11	0.5	i	-1
CCOC(=O)c1c(NC(=O)C2CC(Cl)=CCC2C(=O)O)sc2c1CCCCC2 (stereo not drawn)	.	0.7	25	1.1	2.7	4	5.2	0.3	2
O=C(Cn1cnc2c(nnn2Cc2ccc(F)cc2)c1=O)NCc1ccc(F)cc1	0.8	-2.3	7	-0.6	-2.5	-3	.	-3.3	0
Cc1cc(OCC(=O)NNC(=S)NC(=O)c2ccc(Br)o2)ccc1Cl	2.6	4.8	-6	-1.3	0.1	-2	-1.4	.	-2

# Complete entries as entered above.
# Cc1cc(OCC(=O)NNC(=S)NC(=O)c2ccc(Br)o2)ccc1Cl is entered as TcdB GH inh = 2.6; PfHsp40 yeast = 4.8; Y pestis TopoI = -6; Mtb UGM inh = -1.3; FadD28 binding = 0.1; GDH-TPI counter = -2; BioA inh = -1.4; Vc quorum ag = .; FBA Mtb inh = -2
# COc1cccc(NC(=O)n2ncc3c(C)cccc32)c1 is entered as TcdB GH inh = -4.2; PfHsp40 yeast = 0.5; Y pestis TopoI = 1; Mtb UGM inh = 1.3; FadD28 binding = -3.3; GDH-TPI counter = -11; BioA inh = 0.5; Vc quorum ag = i; FBA Mtb inh = -1

# Following part:
compound	TcdB GH inh	PfHsp40 yeast	Y pestis TopoI	Mtb UGM inh	FadD28 binding	GDH-TPI counter	BioA inh	Vc quorum ag	FBA Mtb inh
NC(=O)c1ccsc1NC(=O)COC(=O)C1CC2CCCC(C1)C2=O (stereo not drawn)	0.4	-0.6	5	3.9	-1.7	5	-0.6	i	4
COc1ccccc1-c1nc(S(=O)(=O)c2ccc(Cl)cc2)c(N(C)C)o1	.	-1.0	3	0.8	-4.2	0	-0.3	i	1
O=C(Nc1ccc(Cl)cc1)c1cncs1	0.3	0.2	8	-2.1	-0.8	4	7.3	i	3
COCc1c(Br)c(C)nc(OCC(=O)N/N=C/c2ccco2)c1C#N	0.2	-1.1	-3	-2.2	-0.3	3	.	-0.3	4
Cc1ccnc(N2CCC(C(=O)NNC(=O)COc3cccc4ccccc34)CC2)n1	0.1	-0.5	-7	-0.2	-4.5	3	.	-0.2	0

# Hits appear at their usual frequency. Share with any hit: about 4.6%.
